Compound activity: PubChem BioAssay, several laboratories
PvdQ inh – blocks Pseudomonas aeruginosa PvdQ acylase activity; purified PvdQ acylase, fluorescence plate reader; inhibition, % at 10 µM; hit rate 0.063% among 340,000; in the data active = inhibition above about 30%, passing the limit was not always enough; inconclusive = no clear call, values can overlap the other calls;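 also: 0% = vehicle neutral wells and 100% = reference inhibitor wells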
CDK5 p35 inh – inhibitors of human CDK5/p35 kinase. Q00535+Q15078. hit rate 0.01% among 330,000. Recombinant CDK5/p35, ADP-Glo luminescence, 60 min. inhibition, % at 10 µM;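 active = highest replicate inhibition of at least 50% and at least 75% of replicates reaching 50%; inconclusive = only one of the two criteria met; inactive = both criteria failed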;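 also: plate controls were DMSO neutral control for no effect and GW8510 at 10 µM for full effect; many of its hits are not listed in these tables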
Wnt act – Wnt/beta-catenin pathway activation. hit rate 1.2% among 300,000. activation, % at 9.35 µM. Wnt/beta-catenin reporter cell assay, activator, plate reader; in the data active = activation above about 30%, passing the limit was not always enough; inconclusive = no clear call, values can overlap the other calls;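 also: 0% = neutral control wells and 100% = positive control wells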
cardiac RTF act – increases calcium sensitivity of human cardiac regulated thin filaments; hit rate 0.24% among 340,000; activation, % at 7.2 µM; IANBD-labeled TnC RTF fluorescence at EC20 calcium; 0% EC20 calcium, 100% full calcium; AID 493008;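 active = activation above the mean over all tested compounds plus 3 SD, cut at about 30% in these data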;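 also: rise in fluorescence read as greater calcium sensitivity of cardiac thin filaments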
SR-BI DiI inh – blocks mouse SR-BI lipid uptake from DiI-HDL; ldlA[mSR-BI] CHO cells, DiI-HDL uptake fluorescence, 3 h; Q61009; inhibition, % at 12.5 µM; hit rate 0.96% among 320,000;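 active = mean replicate inhibition of at least 70% and a set share of replicates each scoring 70 or more; inconclusive = meets just one of the two criteria; inactive = fails both criteria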;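 also: 0% = median of neutral control wells and 100% = median of positive control wells; values of inactives mirror those of a sister screen read the other way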
Target sequence (Q61009 whole entry, looked up): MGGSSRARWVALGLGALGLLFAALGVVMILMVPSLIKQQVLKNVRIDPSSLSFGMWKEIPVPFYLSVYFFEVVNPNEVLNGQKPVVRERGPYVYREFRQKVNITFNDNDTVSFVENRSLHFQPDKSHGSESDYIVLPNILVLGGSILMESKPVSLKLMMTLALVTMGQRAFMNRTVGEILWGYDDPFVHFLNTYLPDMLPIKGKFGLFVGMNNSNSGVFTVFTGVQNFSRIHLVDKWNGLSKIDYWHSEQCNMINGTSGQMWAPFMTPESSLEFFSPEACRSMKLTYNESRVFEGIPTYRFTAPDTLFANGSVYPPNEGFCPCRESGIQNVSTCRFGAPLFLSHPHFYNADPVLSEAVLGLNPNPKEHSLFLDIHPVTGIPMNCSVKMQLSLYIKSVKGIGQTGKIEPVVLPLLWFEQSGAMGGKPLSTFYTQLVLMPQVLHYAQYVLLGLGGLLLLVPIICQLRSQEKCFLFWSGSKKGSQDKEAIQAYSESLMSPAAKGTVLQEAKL
Rtt109 HAT inh – C. albicans Rtt109 histone acetyltransferase inhibition; purified Rtt109/Vps75, ThioGlo CoA-SH fluorescence, 4 h; inhibition, % at 34.9 µM; hit rate 0.16% among 330,000; AID 540336;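 active = inhibition of at least 50% in every replicate; inconclusive = best replicate reaches 50% inhibition but some replicates fall short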
Target sequence (Q5AAJ8 whole entry, looked up): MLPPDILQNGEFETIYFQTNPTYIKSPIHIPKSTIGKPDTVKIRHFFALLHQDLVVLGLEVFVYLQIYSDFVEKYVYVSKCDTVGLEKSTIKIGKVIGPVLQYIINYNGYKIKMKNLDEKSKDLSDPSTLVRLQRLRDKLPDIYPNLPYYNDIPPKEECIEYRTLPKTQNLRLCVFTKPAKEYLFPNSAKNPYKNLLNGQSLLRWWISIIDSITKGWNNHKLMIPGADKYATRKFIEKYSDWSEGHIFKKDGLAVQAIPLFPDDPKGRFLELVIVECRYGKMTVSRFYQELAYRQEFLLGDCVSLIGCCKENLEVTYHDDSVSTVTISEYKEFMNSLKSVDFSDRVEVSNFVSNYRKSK
HTR5A ag ctr – counter-screen for OPRM1-OPRD1 agonists: human HTR5A agonism; HTR5A agonist assay, luminescence, cell-based; P47898; activation, % at 9.3 µM; hit rate 0.61% among 340,000; in the data active = activation mostly above about 9.5%, no sharp cut-off; inactive = mostly below about 7.6%;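 also: 0% = cells with vehicle only and 100% = reference agonist; strong numbers were not always called active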
MITF TRPM1 HTS – activators of MITF-driven TRPM1 promoter activity in SK-MEL-5 cells | hit rate 0.75% among 300,000 | activation, % at 12.5 µM | SK-MEL-5 TRPM1-promoter luciferase, 24 h; % of positive control, neutral wells = 0;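 active = mean activation of at least 80% with every replicate also reaching 80%; inconclusive = mean reaches 80% but some replicate falls short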;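 also: 0% = neutral control wells and 100% = parthenolide positive control wells; values of inactives mirror those of a sister screen read the other way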
dFosB activator – activators of mouse delta FosB homodimer | P13346 | activation, % at 25 µM | hit rate 0.99% among 340,000 | purified delta FosB, TAMRA-CDK5 oligo fluorescence polarization; percent of positive-control signal above neutral wells;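 active = mean activation above about 17%, with every replicate also reaching it, limit read from the data, passing the limit was not always enough; inconclusive = only one of the two conditions met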;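 also: fluorescence polarization rise as delta FosB binds a TAMRA Cdk5 AP-1 oligo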
SR-BI DiI-HDL act – SR-BI HDL lipid transfer activation; CHO ldlA[mSR-BI] cells, DiI-HDL uptake fluorescence, 3 h; 100 = double the neutral-control signal; activation, % at 12.5 µM; hit rate 0.096% among 320,000;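 active = mean replicate activation of at least 60% and every replicate at or above 60%; inconclusive = mean or all-replicate condition met, but not both; inactive = mean below 60% and not all replicates reaching 60%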;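 also: 0% = median plate neutral-control signal and 100% = twice that signal; values of inactives mirror those of a sister screen read the other way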
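Assay system: LDL receptor-deficient CHO ldlA cells overexpressing murine SR-BI / Medium: BSA-supplemented, HEPES-buffered Ham's F12, pH 7.4 / Probe or stimulus: DiI-labelled HDL at 10 µg/mL final / Timing: compound with DiI-HDL co-incubation, 3 h at 37 °C / Technique: bottom-read cell fluorescence after medium removal, ex 550/em 595 nm / Measure: HDL uptake via cellular fluorescence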
Numbers without * were called inactive; ? = inconclusive; . = no result given.

Abbreviations – A = PvdQ inh; B = CDK5 p35 inh; C = Wnt act; D = cardiac RTF act; E = SR-BI DiI inh; F = Rtt109 HAT inh; G = HTR5A ag ctr; H = MITF TRPM1 HTS; I = dFosB activator; J = SR-BI DiI-HDL act
COc1ccc(OC)c(N(CC(=O)Nc2cccnc2)S(=O)(=O)c2ccc(C)cc2)c1
  A: -15	B: 0.4	C: 2	D: -7	E: -7	F: 2	G: 5	H: -14	I: -3	J: 7
CC1CC(C)CN(C(C)C(=O)Nc2cc(S(=O)(=O)N3CCCCC3)ccc2Cl)C1 (stereo unspecified)
  A: -9	B: -1.2	C: -3	D: -1	E: 25	F: -7	G: -5	H: -26	I: -6	J: -25
COc1ccc(NC(=O)Nc2cccc3ccccc23)cc1OC
  A: 4	B: -0.2	C: 1	D: -4	E: 51	F: -6	G: 1	H: 10	I: 4	J: -51
CCN(CC)C(=O)c1cn(CCC#N)nc1-c1ccc2ccccc2c1
  A: -19	B: -0.1	C: -1	D: -1	E: .	F: 3	G: -2	H: -2	I: -5	J: .
O=C(Nc1ccccc1Cl)C1CCN(S(=O)(=O)c2cccc3nonc23)CC1
  A: 4	B: -0.6	C: -3	D: -7	E: 18	F: 4	G: 10	H: 11	I: 6	J: -18
N=c1c(C(=O)NCc2ccco2)cc2c(=O)n3ccccc3nc2n1C1CCCC1
  A: 2	B: -2.8	C: -4	D: 3	E: .	F: -73	G: 11	H: -11	I: -9	J: .
COc1ccc(N(C)S(=O)(=O)c2cccc(C(=O)N(C)Cc3ccc(C)o3)c2)cc1
  A: 2	B: 0.5	C: -2	D: 5	E: 17	F: 5	G: 1	H: 1	I: 0	J: -17
O=S(=O)(NCc1ccc2c(c1)OCO2)c1ccc(F)c(F)c1
  A: 8	B: -1.1	C: -2	D: 0	E: -3	F: 0	G: 15*	H: 3	I: 4	J: 3
NC(=O)c1cc(Br)cc(C2CCCCC2)c1O
  A: 2	B: -0.1	C: -1	D: -8	E: 20	F: 6	G: 0	H: 5	I: -4	J: -20
Cc1cc(C)cc(NC(=O)C2C3C=CC(O3)C2C(=O)O)c1 (stereo unspecified)
  A: -6	B: 0.5	C: -1	D: -4	E: -14	F: -7	G: 4	H: .	I: 2	J: 14
N[C@H](CSCc1ccccc1)C(=O)Nc1ccc([N+](=O)[O-])cc1
  A: 9	B: 0.7	C: -1	D: -6	E: -1	F: -2	G: -6	H: 3	I: 1	J: 1
CCN(CC)C(=S)NC(=O)c1cccnc1
  A: 4	B: -0.1	C: -3	D: -5	E: 10	F: -3	G: 2	H: 2	I: -1	J: -10
Cc1ccc(OCC(=O)NC2CCS(=O)(=O)C2)c(C)c1 (stereo unspecified)
  A: -13	B: 2.9	C: 3	D: 3	E: -1	F: -6	G: 2	H: -3	I: 0	J: 1
O=C(NNC(=O)c1ccccc1F)c1ccc(-c2ccc(Cl)cc2)o1
  A: 7	B: -0.8	C: 1	D: -6	E: -4	F: 6	G: -3	H: -4	I: -21	J: 4
COc1ccc(C)c(-n2c(N)cc(=O)n(Cc3ccccc3)c2=O)c1
  A: -1	B: -1.2	C: 0	D: 2	E: -7	F: -2	G: -5	H: -3	I: -4	J: 7
COC(=O)c1ccccc1S(=O)(=O)N1CCC(C(=O)OC(C)C(=O)Nc2ccccc2OC)CC1 (stereo unspecified)
  A: -11	B: -3.6	C: -4	D: -2	E: 8	F: -1	G: 2	H: 2	I: -5	J: -8
C[C@@H](C(=O)Nc1nc(-c2ccccn2)cs1)N1C(=O)C2CCCCC2C1=O (stereo partly specified)
  A: -16	B: 0.5	C: .	D: 0	E: 12	F: -2	G: 1	H: -3	I: -9	J: -12
CC1=NN(c2ccccc2C(=O)O)C(=O)C1N=Nc1ccccc1 (stereo unspecified)
  A: 13	B: 3.8	C: 1	D: -10	E: -13	F: 29	G: 4	H: -25	I: -2	J: 13
CCCn1c(N)c(N(CCOC)C(=O)c2cccc(C(F)(F)F)c2)c(=O)[nH]c1=O
  A: 1	B: 1.7	C: -1	D: 0	E: -10	F: -2	G: 5	H: 4	I: 0	J: 10
O=C1CCCN1CCC(=O)N1CCCC(Nc2ccc(F)cc2)C1 (stereo unspecified)
  A: -11	B: -0.4	C: 2	D: 2	E: -19	F: -5	G: -2	H: 13	I: -2	J: 19

Among those listed so far, these contain an aryl methoxy group:
Abbreviations – A = PvdQ inh; B = CDK5 p35 inh; C = Wnt act; D = cardiac RTF act; E = SR-BI DiI inh; F = Rtt109 HAT inh; G = HTR5A ag ctr; H = MITF TRPM1 HTS; I = dFosB activator; J = SR-BI DiI-HDL act
COc1ccc(OC)c(N(CC(=O)Nc2cccnc2)S(=O)(=O)c2ccc(C)cc2)c1
  A: -15	B: 0.4	C: 2	D: -7	E: -7	F: 2	G: 5	H: -14	I: -3	J: 7
COc1ccc(NC(=O)Nc2cccc3ccccc23)cc1OC
  A: 4	B: -0.2	C: 1	D: -4	E: 51	F: -6	G: 1	H: 10	I: 4	J: -51
COc1ccc(N(C)S(=O)(=O)c2cccc(C(=O)N(C)Cc3ccc(C)o3)c2)cc1
  A: 2	B: 0.5	C: -2	D: 5	E: 17	F: 5	G: 1	H: 1	I: 0	J: -17
COc1ccc(C)c(-n2c(N)cc(=O)n(Cc3ccccc3)c2=O)c1
  A: -1	B: -1.2	C: 0	D: 2	E: -7	F: -2	G: -5	H: -3	I: -4	J: 7
COC(=O)c1ccccc1S(=O)(=O)N1CCC(C(=O)OC(C)C(=O)Nc2ccccc2OC)CC1 (stereo unspecified)
  A: -11	B: -3.6	C: -4	D: -2	E: 8	F: -1	G: 2	H: 2	I: -5	J: -8

Further compounds follow:
Abbreviations – A = PvdQ inh; B = CDK5 p35 inh; C = Wnt act; D = cardiac RTF act; E = SR-BI DiI inh; F = Rtt109 HAT inh; G = HTR5A ag ctr; H = MITF TRPM1 HTS; I = dFosB activator; J = SR-BI DiI-HDL act
Cc1nnsc1C(=O)N/N=C/c1ccccc1Cl
  A: -6	B: 1.6	C: 0	D: -2	E: 42	F: -8	G: 1	H: 22	I: 1	J: -42
COCCN1C(=O)/C(=C2/C(=O)N(CC(=O)Nc3ccccc3Cl)c3ccccc32)SC1=S
  A: 4	B: 1.5	C: -4	D: -3	E: -3	F: -2	G: -2	H: -11	I: 2	J: 3
O=C(c1ccc(F)cc1)C1CCN(C(=O)c2ccc(Cl)cc2)CC1
  A: -5	B: 0.2	C: -1	D: 2	E: 20	F: 0	G: 3	H: .	I: 0	J: -20
COc1ccc(C(C(=O)NC(C)(C)C)N(Cc2cccs2)C(=O)CCC(=O)Nc2cc(C)on2)cc1 (stereo unspecified)
  A: -4	B: 2.6	C: 0	D: 2	E: 19	F: 1	G: -2	H: -2	I: -6	J: -19
CCOC(=O)NC(CC(=O)O)c1ccc(OC)cc1 (stereo unspecified)
  A: 0	B: -0.1	C: .	D: -2	E: -18	F: 1	G: -1	H: 12	I: 3	J: 18
CCOC(=O)[C@H](CCc1ccccc1)N[C@@H](C)C(=O)N1C(C(=O)O)C[C@@H]2CCC[C@@H]21 (stereo partly specified)
  A: 8	B: 0.2	C: -1	D: 2	E: -15	F: 7	G: 0	H: -2	I: -1	J: 15
CCCCc1nc2cc(C(=O)N3CCNC(=O)C3)ccc2o1
  A: -4	B: 1.6	C: 0	D: 0	E: -17	F: 9	G: 5	H: 11	I: 3	J: 17
OCCc1c[nH]c2ccccc12
  A: -17	B: -3.9	C: 5	D: 19	E: -2	F: -4	G: 4	H: -4	I: -7	J: 2
CN(C)CCCn1c2c(c(SCC(=O)Nc3cccc4ccccc34)nc1=O)CCCC2
  A: -18	B: 0.7	C: -2	D: -4	E: -11	F: 0	G: -6	H: -7	I: -5	J: 11
O=[N+]([O-])c1cccc(COc2cccc(CN3CCCCC3)c2)c1
  A: -10	B: 2.4	C: -2	D: -4	E: 2	F: 4	G: -1	H: 1	I: -7	J: -2
COc1cc(NS(=O)(=O)c2ccc(NC(=S)NC(=O)COc3ccccc3OC)cc2)nc(OC)n1
  A: -3	B: -3.2	C: 0	D: -3	E: -1	F: -3	G: -4	H: -12	I: -7	J: 1
CCN(C1CCS(=O)(=O)C1)S(=O)(=O)c1ccc(Cl)s1 (stereo unspecified)
  A: -16	B: -0.8	C: -1	D: 0	E: 2	F: 1	G: 0	H: 13	I: 2	J: -2
COc1ccc(C2=NN(C(=O)CN3CCOCC3)C(c3nc4ccccc4[nH]3)C2)cc1 (stereo unspecified)
  A: -12	B: 1.6	C: ?	D: -4	E: -25	F: -5	G: -2	H: 35	I: -7	J: 25
O=C(CCn1c(=O)sc2ccccc21)NC1CCCCC1
  A: -8	B: 1.8	C: -1	D: 0	E: 25	F: -23	G: -1	H: 8	I: -1	J: -25
C=CCNC(=S)Nc1sc2c(c1C(=O)OCC)CC(C(C)C)OC2 (stereo unspecified)
  A: -8	B: -2.9	C: .	D: 2	E: 74*	F: 1	G: 0	H: 2	I: -11	J: -74
Cc1cccc(NN=C2c3ccccc3-c3ccccc32)c1
  A: -9	B: 1.4	C: 1	D: -7	E: 28	F: 9	G: 6	H: -3	I: -6	J: -28
O=C1C2C3CC(C(Br)C3Br)C2C(=O)N1c1ccccn1 (stereo unspecified)
  A: -4	B: 1.0	C: -6	D: 1	E: -28	F: -4	G: -1	H: 0	I: 0	J: 28
O=C(NCCOC(=O)c1ccc([N+](=O)[O-])cc1)c1cccnc1
  A: -9	B: -0.6	C: 11	D: 6	E: -8	F: -6	G: 2	H: -6	I: -3	J: 8
CCOc1ccc(CCNC(=O)C2CCCN(S(=O)(=O)c3c(C)n[nH]c3C)C2)cc1OCC (stereo unspecified)
  A: -11	B: 0.2	C: -5	D: 1	E: 27	F: -5	G: -2	H: -1	I: -7	J: -27
Cc1cc(C(=O)N/N=C\c2cc(C(C)(C)C)ccc2O)n[nH]1
  A: -8	B: -0.1	C: .	D: -6	E: 62	F: 11	G: 5	H: -24	I: -1	J: -62
CCOc1ccc(CCNC(=O)COC(=O)c2cccc(S(=O)(=O)N3CCCCC3)c2)cc1OCC
  A: -2	B: 2.0	C: -4	D: -2	E: 50	F: 11	G: -1	H: 2	I: -11	J: -50
CC(C)(O)C#Cc1ccc(CN2CCC(n3nccc3NC(=O)C3CC3)CC2)cc1
  A: 6	B: -0.4	C: -3	D: 3	E: 1	F: 4	G: -2	H: 1	I: -10	J: -1
Cc1ccc(-c2nnn(CC(=O)N(Cc3cccs3)C(C(=O)NC3CCCC3)c3ccncc3)n2)cc1 (stereo unspecified)
  A: 27	B: 0.9	C: -2	D: 0	E: -7	F: 0	G: 0	H: -72	I: 11	J: 7
CCS(=O)(=O)N1CCC(C(=O)Oc2ccccc2OC)CC1
  A: -14	B: -0.3	C: -1	D: -2	E: -8	F: 7	G: -1	H: .	I: 1	J: 8
